USP1-UAF1 inh: Inhibitors of USP1/UAF1: Primary Screen; Ubiquitin carboxyl-terminal hydrolase 1 (Homo sapiens), O94782; recombinant USP1/UAF1, Ub-Rhodamine cleavage fluorescence; Potency, µM (highest dose often 57.1 µM), without a hit: at the top dose activity change, negative = inhibition, hits mostly inhibitors; actives 0.23% (n = 390,000); note: potency is the fitted concentration of half-maximal effect; % is set by controls: 0 for no effect and ±100 for the full control effect; nearly all actives have a fitted effect of over 60% in size; inactives centre near -12
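USP1/UAF1 complex (1 nM) preincubated 15 min at room temperature with compound, then Ub-Rho substrate (150 nM final) added. Kinetic fluorescence at 480/540 nm over 6 reads at 60 s intervals; 50 mM HEPES pH 7.8, 0.5 mM EDTA, 0.1 mg/ml BSA, 1 mM TCEP, 0.01% Tween-20.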
TRHR enhancer: qHTS for Small Molecule Agonists and Allosteric Enhancers of Human TRH Receptor: Primary Screen for Enhancers; enhancement, % at 2 µM; Thyrotropin-releasing hormone receptor (Homo sapiens), P34981; TRHR cells, fluo-8 calcium fluorescence, EC20 TRH enhancement; AID 493056, 2011; actives 0.66% (n = 360,000); in the data active = enhancement above about 30%; note: 0% is about no effect
Target sequence (P34981 whole entry, looked up): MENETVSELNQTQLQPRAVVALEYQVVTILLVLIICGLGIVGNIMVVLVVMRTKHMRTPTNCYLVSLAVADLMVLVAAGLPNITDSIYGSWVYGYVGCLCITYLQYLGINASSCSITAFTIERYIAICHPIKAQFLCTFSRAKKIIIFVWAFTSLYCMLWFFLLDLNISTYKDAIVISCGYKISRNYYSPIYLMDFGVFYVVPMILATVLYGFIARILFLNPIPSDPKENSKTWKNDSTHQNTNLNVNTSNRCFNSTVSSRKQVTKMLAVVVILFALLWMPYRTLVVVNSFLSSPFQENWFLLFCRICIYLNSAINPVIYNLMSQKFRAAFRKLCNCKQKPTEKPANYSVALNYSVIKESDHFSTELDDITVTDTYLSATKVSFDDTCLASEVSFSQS
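Enhancer read-out: after compound pinning and an initial kinetic agonist-mode read, an EC20 of TRH (10 nM final) was injected and fluo-8 calcium signal (Ex 480/Em 530) followed at 1 s/cycle for 100 cycles in TRHR-expressing cells.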
TRHR agonist: qHTS for Small Molecule Agonists and Allosteric Enhancers of Human TRH Receptor: Primary Screen for Agonists | AID 493084, 2011 | activation, % at 2 µM | actives 0.18% (n = 360,000) | TRHR cells, calcium flux fluo-8, FDSS agonist mode; in the data active = activation above about 30%; note: 0% is about no effect
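TRHR-expressing cells, plated overnight in medium with 10% serum, were loaded with fluo-8 calcium dye at room temperature. After a 10 s baseline, library compound was pin-added and calcium release was recorded kinetically (ex 480/em 530) as agonist response.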
PI4K2A inh: qHTS for small molecular inhibitors of PI4K2A; purified PI4K2A, ADP-Glo luminescence, 1 h; hits give low values; activity change, negative = inhibition, % at 76.9 µM; actives 0.13% (n = 420,000); in the data active = activity change below about -50%; inconclusive = mostly about -30% to -49%;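 note: -100% = wells without enzyme as full effect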
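ADP-Glo luminescence measured ADP generated by PI4K2A enzyme (4 ug/mL before mixing) with 1.2 mM PI substrate (pre-mix) and 300 microM ATP (pre-mix). Tris pH7.5 buffer with MgCl2, Triton X-100; 1 h reaction at ambient temperature.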
TrxR1 inh: qHTS Assay for Inhibitors of Mammalian Selenoprotein Thioredoxin Reductase 1 (TrxR1): qHTS; Thioredoxin reductase 1, cytoplasmic (Rattus norvegicus), O89049; recombinant rTrxR1, NADPH fluorescence consumption, selenite substrate; Potency, µM (highest dose often 114 µM), for the others: at the top dose activity change, negative = inhibition, usual class: inhibitors; actives 1% (n = 390,000); note: potency is the fitted concentration of half-maximal effect; % is set by controls: 0 for no effect and ±100 for the full control effect; nearly all actives have a fitted effect of over 65% in size
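Rat TrxR1 (90 nM in the dispensed reagent) was pre-reduced with 400 uM NADPH for 5 min at room temperature, then incubated with compound for 15 min. After 400 uM selenite was added, NADPH fluorescence (Ex 340/Em 450 nm) was followed for 8 min.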
mIDH1 inhibitor: qHTS for Inhibitors of mutant isocitrate dehydrogenase 1 (IDH1): qHTS. Isocitrate dehydrogenase [NADP] cytoplasmic (Homo sapiens), O75874. actives 0.093% (n = 390,000). AID 602179, 2012. Potency, µM (series often up to 76.6 µM), without a hit: top-dose activity change, negative = inhibition, usual class: inhibitors. IDH1-R132H enzyme, NADPH consumption, diaphorase/resazurin fluorescence; note: potency is the fitted concentration of half-maximal effect; % is set by controls: 0 for no effect and ±100 for the full control effect; nearly all actives have a fitted effect of over 65% in size
Target sequence (O75874 whole entry R132H, stated change not applied): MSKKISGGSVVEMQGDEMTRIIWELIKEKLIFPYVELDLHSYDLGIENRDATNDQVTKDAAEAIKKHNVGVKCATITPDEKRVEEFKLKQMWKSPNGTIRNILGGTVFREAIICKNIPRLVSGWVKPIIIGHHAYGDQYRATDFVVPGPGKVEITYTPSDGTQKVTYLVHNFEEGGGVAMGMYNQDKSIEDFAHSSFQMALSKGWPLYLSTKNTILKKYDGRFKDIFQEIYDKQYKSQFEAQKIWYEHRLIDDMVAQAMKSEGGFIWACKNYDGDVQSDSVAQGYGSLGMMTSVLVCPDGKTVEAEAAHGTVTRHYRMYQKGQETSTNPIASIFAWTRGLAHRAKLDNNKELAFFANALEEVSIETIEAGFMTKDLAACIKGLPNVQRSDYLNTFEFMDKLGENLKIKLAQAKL
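IDH1-R132H (0.5 ug/mL dispensed) in pH 7.5 Tris buffer was preincubated 30 min with compound, then given a substrate mix of 0.016 mM NADPH and 2 mM alpha-KG for 80 min at room temperature; remaining NADPH was read by diaphorase/resazurin fluorescence.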
D2 agonist: HTS Assay for Allosteric Agonists of the Human D2 Dopamine Receptor: Primary Screen for Agonists | HEK293 T-REx D2 cells, calcium flux agonist mode | activation, % at 2 µM | actives 0.53% (n = 340,000) | AID 485358, 2010;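 active = activation over 3 SD above normal in the single-dose calcium agonist read, cut at about 30% in these data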; note: 0% is about no effect
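HEK293 Trex D2 cells, tetracycline-induced, o/n 30 C 5% CO2; no-wash Ca dye, RT 30–90 min; 10-cycle baseline, 23 nl cpd added, kinetic Ca read 180 s; agonist hits = positive Ca response.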
D2 antag: HTS Assay for Allosteric Antagonists of the Human D2 Dopamine Receptor: Primary Screen for Antagonists | actives 2% (n = 340,000) | inhibition, % at 10 µM | AID 485344, 2010 | HEK293 TREx D2 cells, calcium flux, dopamine EC80; in the data active = inhibition above about 30%; note: 0% is about no effect
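Calcium mobilization kinetics were recorded at 1 s intervals in tetracycline-induced HEK293 T-REx D2 cells, first for 180 s after compound addition and then 180 s after EC80 dopamine.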
TrxR1 substrate: qHTS Assay for Substrates of Mammalian Selenoprotein Thioredoxin Reductase 1 (TrxR1): qHTS; actives 0.01% (n = 390,000); AID 588456, 2011; purified TrxR1 substrate turnover, NADPH consumption readout; Potency, µM (doses to about 114 µM), for inactives: at the top dose activity change, negative = substrate turnover; note: potency is the fitted concentration of half-maximal effect; % is set by controls: 0 for no effect and ±100 for the full control effect; nearly all actives have a fitted effect of over 50% in size
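Rat TrxR1, dispensed at 90 nM, was prereduced with 400 uM NADPH (final) for 5 min at ~22 deg C, then incubated with compound 15 min before 400 uM selenite. A first-read NADPH fluorescence drop versus no-compound background flagged substrates.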
Active calls of the source: *; u = inconclusive; x = no result given; [ ] = dose if it differs, or a comment. Unless noted, calls come from the whole dose curve; as a rule, active = well fitted inhibition curve with a large enough effect; inconclusive = small, poorly fitted or top-dose-only effect; inactive = no such curve, though single readings can be large or run the other way. Rows are unselected (roughly 3.9% active in at least one column).

Molecule	USP1-UAF1 inh	TRHR enhancer	TRHR agonist	PI4K2A inh	TrxR1 inh	mIDH1 inhibitor	D2 agonist	D2 antag	TrxR1 substrate
Oc1ccc(-c2csc(NCc3ccco3)n2)cc1	-18%	0	-0.6	-1	10%	5%	0.8	5	-5%
CC(C)[C@@H](C(=O)N1CCN(C(=O)OC(C)(C)C)CC1)n1cc(CCO)nn1	-2%	2	0.3	-2	-11%[57.1 µM]	-5%	-0.3	-13	-2%[57.1 µM]
O=C(NCCc1ccccc1)c1cc2ncc(Br)cn2n1	-15%	13	0.0	-8	15%[57.1 µM]	16%	0.9	3	-5%[57.1 µM]
COc1ccccc1NC(=O)c1ccc(S(=O)(=O)N(C)C)cc1	u	-2	-0.4	1	9%	-2%	0.2	0	-4%
COC(=O)c1ccc(C(=O)OC)c(NC(=O)CCC(=O)O)c1	-6%	1	-0.1	5	10%	0%	1.4	7	92%[activator]
COc1ccc(-c2nnc(SCC(=O)NC3CC3)o2)c(OC)c1	-5%	8	-0.5	1	-8%	6%	0.6	-11	-9%
O=c1c2ccccc2[nH]c(=S)n1Cc1ccccc1Cl	-24%	-15	0.9	-1	12%	5%	0.2	6	1%
COCCN(C(=S)Nc1ccc(Cl)cc1OC)C1CCN(C(C)=O)CC1	-3%	2	-0.2	-3	3%	17%	0.0	3	2%
CCOc1ccccc1NC(=S)NC(=O)CCc1ccccc1	-22%	4	-0.2	-2	u	0%	-0.1	-16	-1%
Cc1ccc(S(=O)(=O)N(C)c2ccc(OC(=O)c3cccs3)cc2)cc1	-14%	x	x	0	29%[57.1 µM]	-14%	x	x	9%[57.1 µM]
CC(=O)Nc1cccc(NC(=O)C2CCCN2C(=O)Nc2cccc(C)c2)c1 (configuration not stated)	1%	0	0.3	1	9%	7%	0.9	10	7%[57.1 µM]
CC(=O)c1c(C)[nH]c(C(=O)CSc2nnc(CN3CCCCCC3=O)n2-c2ccccn2)c1C	7%	2	1.0	1	6%	3%	-1.3	-1	0%
O=C(CCCN1C(=O)/C(=C\c2ccco2)SC1=S)Nc1ccc2ccccc2c1	-8%	-8	0.3	20	-35%	3%	-0.5	12	-14%
CN1CCN(C(=O)Nc2ccccc2)CC1	-9%	-2	0.9	-3	37%[activator][57.1 µM]	5%	-0.6	1	16%[57.1 µM]
CC1CC(C)CN(C(=O)CCNS(=O)(=O)c2cccs2)C1 (configuration not stated)	1%	-2	0.0	6	-13%	6%	x	x	-11%
CC1CCc2nn(CC(=O)NCCN3CCCCC3C)cc2C1 (configuration not stated)	-12%	2	-0.4	-2	-11%[57.1 µM]	-6%	-0.7	-1	2%[57.1 µM]
O=C(O)CN1C(=O)CC(c2ccccc2)CC1=O	-12%	-3	0.2	-1	10%	0%	x	x	-4%[57.1 µM]
COC(=O)C1CCN(C(=O)Cc2ccc(C)cc2)CC1	-7%	1	0.4	-1	-1%	4%	0.1	-6	-3%
CC12CCC(C(=O)N3CCCc4ccccc43)(CC1=O)C2(C)C (configuration not stated)	-6%	8	-0.1	3	-14%	2%	-0.9	-5	-15%
Cn1cccc1/C=N\NC(=O)c1cncc(Br)c1	-16%	3	0.5	3	-10%	3%	0.5	12	-1%[57.1 µM]
CC(C)(C)NC1=CC(=O)OC12CCCCC2	-12%	-2	0.7	0	-6%	1%	0.4	0	-5%
CN(CCCNC(=O)C1CCC(CNS(=O)(=O)c2ccccc2)CC1)Cc1ccccc1 (configuration not stated)	-27%	2	0.4	-2	u	4%	3.4	-7	2%
Cc1ccc(-c2noc(CCC(=O)NCCCN3CCN(c4cccc(Cl)c4)CC3)n2)cc1	-28%	-1	-0.4	-2	-2%[57.1 µM]	4%	-0.2	-18	-14%[57.1 µM]
O=C(C1=C[C@H](c2ccccc2)C[C@H](OCCCCO)O1)N1CCN(Cc2ccc3c(c2)OCO3)CC1	-5%	-4	-0.7	-1	u	-1%[38.3 µM]	1.3	-7	-2%
Cc1sc2nc(SCc3ccccc3)n(Cc3ccco3)c(=O)c2c1C	-21%	0	0.0	7	-19%	-5%	0.7	12	5%
COc1ccc(NC2CCCN(C(=O)c3cn(C)c4ccccc34)C2)cc1 (configuration not stated)	-25%	0	-1.4	2	7%	-3%	0.0	-4	2%
COc1ccc(/C=C/C(=O)Nc2ccc(S(=O)(=O)N3CCOCC3)cc2)c(OC)c1	-7%	0	-0.4	-3	33%	-5%	-0.4	-9	16%
COc1ccc(CC(=O)NCCc2sc3nc(-c4ccc(OC)cc4)nn3c2C)cc1	u	1	-0.3	-4	15%[57.1 µM]	14%	-1.1	x	0%[57.1 µM]
CC1(C)CN2C(=O)c3ccccc3C2(C)S1 (configuration not stated)	-13%	0	0.0	2	-5%[57.1 µM]	0%	0.5	7	-4%[57.1 µM]
CCCCC1=CC2=CC(=O)C(C)(OC(=O)C3CCCC3)C(=O)C2=CO1 (configuration not stated)	-11%	-1	1.5	-10	-45%	-12%	0.4	1	-9%

A few values from the results shown:
CC1CC(C)CN(C(=O)CCNS(=O)(=O)c2cccs2)C1 (configuration not stated) in TrxR1 substrate has -11%
Cc1sc2nc(SCc3ccccc3)n(Cc3ccco3)c(=O)c2c1C in D2 antag has 12
CC1CCc2nn(CC(=O)NCCN3CCCCC3C)cc2C1 (configuration not stated) in D2 antag has -1

(next part)
Molecule	USP1-UAF1 inh	TRHR enhancer	TRHR agonist	PI4K2A inh	TrxR1 inh	mIDH1 inhibitor	D2 agonist	D2 antag	TrxR1 substrate
Oc1ccc(-n2nnnc2SCc2c(F)cccc2Cl)cc1	-19%	-1	0.1	1	-19%	-13%	0.3	-6	-16%
Cc1noc2ncnc(Oc3ccccc3)c12	2%	4	-0.1	-2	11%[57.1 µM]	8%	2.6	16	7%[57.1 µM]
COc1ccc2cc(C(=O)C3CCCN(C(=O)/C=C/c4ccccn4)C3)ccc2c1 (configuration not stated)	-3%	-7	0.0	1	20%[11.4 µM]	16%	0.0	5	-22%[11.4 µM]
COc1ccc(S(=O)(=O)NC(C)C(=O)Nc2ccccc2F)cc1 (configuration not stated)	-13%	-1	-0.6	1	12%[57.1 µM]	1%	0.1	-1	9%
COc1ccccc1N1CCN(CCCNC(=O)c2cnn(-c3cccc(Cl)c3)c2C2CCN(C(=O)OC(C)(C)C)CC2)CC1	1%	12	0.6	3	1%	-8%	x	x	-7%
CCN(CC)c1ccc2cc(-c3nc(-c4ccccc4F)no3)c(=O)oc2c1	u	4	65*	1	23%	-3%	x	x	3%
Cc1cccc(Oc2nc3ccccn3c(=O)c2/C=C(\C#N)C(=O)NC2CCS(=O)(=O)C2)c1C (configuration not stated)	-13%	-3	1.1	-8	-16%	-1%	1.1	3	21%
COc1ccc(/C=N/NC(=O)c2ccco2)cc1Cn1nc(C)cc1C	-17%	-3	0.2	1	-9%	0%	-0.8	7	-10%
CCNc1nc(NC(C)C)nc(N(C#N)C(C)C(=O)N(CC)CC)n1 (configuration not stated)	-20%	1	0.5	1	29%	0%	0.1	10	6%
CCc1nc2cccnc2n1-c1ccc(CC(=O)Nc2cccc(C)c2C)cc1	-13%	5	-0.3	-2	8%	-4%	-0.5	x	6%
Cc1ccc(C2C(C#N)=C(N)OC3=C2C(=O)CCC3)s1 (configuration not stated)	-23%	0	-0.5	5	-5%	-9%	-2.1	11	0%
Cc1ccc(-n2nc(C(=O)O)nc2-c2ccccc2)cc1	-14%	2	1.1	-3	9%[57.1 µM]	7%	-0.8	-3	-9%[57.1 µM]
CN(c1ccccc1)S(=O)(=O)c1cccc(C(=O)Nc2ncn[nH]2)c1	-19%	4	-0.2	-2	18%	-1%	-0.4	-1	5%
Cc1ccc(S(=O)(=O)N2CCCCC2C(=O)N(C)c2ccccc2)cc1 (configuration not stated)	-10%	3	-0.5	9	12%[57.1 µM]	11%	x	x	5%[57.1 µM]
Cc1ccc(S(=O)(=O)N(C)c2ccc(C(=O)NCC3CCCO3)cc2)cc1 (configuration not stated)	-6%	-9	-0.1	5	16%	0%	1.1	-16	2%
COc1ccccc1C1CCN(C(=O)c2ccc(C(C)(C)C)cc2)CC1	-21%	-16	-1.6	-2	-2%[57.1 µM]	2%	0.8	14	-9%
COc1ccc(COC(=O)C2=C(C)NC(=O)NC2c2cccc(OC)c2OC)cc1 (configuration not stated)	5%	4	0.2	8	6%[57.1 µM]	0%	-0.1	-12	-12%
COc1cccc(CNC(=O)Nc2cccs2)c1	1%	-3	-0.3	-1	12%	-1%	0.4	-5	-2%
S=C(NCc1cccs1)Nc1ccccc1Cl	-16%	0	0.7	-1	u	2%	0.6	2	-7%
O=c1cc2nc(-c3ccccc3F)nc(SCc3ccc(Br)cc3)n2[nH]1	-20%	0	0.0	4	36%[57.1 µM]	-2%	x	x	16%[57.1 µM]
